DENV2 CPE rescue: inhibitors of DENV2 cytopathic effect, primary screen, cell-based, plate reader, single concentration. DENV2-infected cells, cytopathic effect rescue. CPE inhibition, % at 9.99 µM. 350,000 tested, 1.7% active. AID 651640, 2012; in the data active = CPE inhibition above about 20%, passing the limit was not always enough; inconclusive = no clear call, values can overlap the other calls; tested in BHK-21 cells;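 also: 0% = median of neutral control wells and 100% = median of positive control wells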
PglD inh: C. jejuni PglD acetyltransferase inhibitors, primary screen, biochemical, DTNB colorimetric, single point | purified PglD enzyme, DTNB colorimetric CoA detection | AID 602405, 2012 | UDP-N-acetylbacillosamine N-acetyltransferase PglD (Campylobacter jejuni) | inhibition, % at 12.5 µM | 360,000 tested, 0.098% active; in the data active = inhibition above about 16%, passing the limit was not always enough; inconclusive = no clear call, values can overlap the other calls; also: strong numbers were not always called active
S100A4 MyoIIA: inhibitors of S100A4-myosin IIA peptide binding, primary screen, biochemical, fluorescence polarization, TAMRA-MyoIIA peptide; 360,000 tested, 0.14% active; AID 652163, 2013; inhibition, % at 10.7 µM;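 active = mean inhibition of at least 70% across replicates, with every replicate also reaching that level; inconclusive = mean inhibition reaches 70% but some replicates fall short; inactive = mean inhibition below 70%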
Target sequence (P26447 whole entry, looked up): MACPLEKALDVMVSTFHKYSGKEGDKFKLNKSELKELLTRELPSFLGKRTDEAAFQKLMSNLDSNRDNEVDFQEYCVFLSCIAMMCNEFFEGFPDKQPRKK
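Assay system: human S100A4 monomer with TAMRA-labelled myosin IIA peptide / Buffer or medium: Calcium-containing HEPES buffer, pH 7.2 / Reagent: TAMRA-labelled myosin IIA heavy-chain peptide probe, 5 nM / Compound: one dose per compound / Timing: polarization read 5 min after assay mix addition, stable 5–60 min / Benchmarks: neutral control DMSO, positive control TFP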
Statin myotox sup: suppressors of statin myotoxicity in C2C12 myotubes, primary screen, cell-based, single point, plate reader | C2C12 myotubes + simvastatin, ATP luminescence, 48 h; scaled: DMSO 0, geranylgeraniol control 100 | rescue of ATP level, % at 7.49 µM | 330,000 tested, 0.78% active | AID 602340, 2012;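 active = mean ATP rescue above about 67%, or every replicate alone reaching that limit, limit read from the data, passing the limit was not always enough; inconclusive = no clear call, values can overlap the other calls; inactive = mean under the limit and some replicate under it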;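 also: myotubes were challenged with 10 µM simvastatin during compound exposure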
SIRT5 block: SIRT5 desuccinylase inhibitors, primary screen, biochemical, fluorescence imaging, single point, set 5; NAD-dependent protein deacylase sirtuin-5, mitochondrial (Homo sapiens), Q9NXA8; Purified SirT5, succinyl-peptide AMC, trypsin-coupled fluorescence; 330,000 tested, 1.1% active; inhibition, % at 15 µM; AID 652115, 2013; in the data active = inhibition above about 15%; inconclusive = no clear call, values can overlap the other calls
ERp5 inh: inhibitors of ERp5-driven insulin aggregation, primary screen, biochemical, turbidity, absorbance 650 nm, single point | AID 651711, 2012 | Protein disulfide-isomerase A6 (Homo sapiens), Q15084 | inhibition, % at 9.99 µM | 90 min | 350,000 tested, 0.05% active;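 active = mean replicate inhibition above about 25%, with every replicate also reaching it, limit read from the data, passing the limit was not always enough; inconclusive = only one of those two criteria met; inactive = neither criterion met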
E-sel inducer: E-selectin induction in HUVECs, primary screen, imaging, HUVEC, immunofluorescence imaging, single point. 260,000 tested, 0.37% active. activation, % at 7.58 µM. P16581. normalized: neutral wells 0, TNF-alpha wells 100. AID 686992, 2013;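 active = mean E-selectin-positive cell signal at least 10% of the positive control, reached in at least 60% of replicates, without over 20% cell loss; inconclusive = no rule given, readout overlaps actives, possibly toxicity-flagged; inactive = the rest, including those meeting only one limit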;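 also: in these data hits start at about 27%; measured in HUVEC primary endothelial cells; signal is the percent of cells scored E-selectin positive by PE staining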
Target sequence (P16581 whole entry, looked up): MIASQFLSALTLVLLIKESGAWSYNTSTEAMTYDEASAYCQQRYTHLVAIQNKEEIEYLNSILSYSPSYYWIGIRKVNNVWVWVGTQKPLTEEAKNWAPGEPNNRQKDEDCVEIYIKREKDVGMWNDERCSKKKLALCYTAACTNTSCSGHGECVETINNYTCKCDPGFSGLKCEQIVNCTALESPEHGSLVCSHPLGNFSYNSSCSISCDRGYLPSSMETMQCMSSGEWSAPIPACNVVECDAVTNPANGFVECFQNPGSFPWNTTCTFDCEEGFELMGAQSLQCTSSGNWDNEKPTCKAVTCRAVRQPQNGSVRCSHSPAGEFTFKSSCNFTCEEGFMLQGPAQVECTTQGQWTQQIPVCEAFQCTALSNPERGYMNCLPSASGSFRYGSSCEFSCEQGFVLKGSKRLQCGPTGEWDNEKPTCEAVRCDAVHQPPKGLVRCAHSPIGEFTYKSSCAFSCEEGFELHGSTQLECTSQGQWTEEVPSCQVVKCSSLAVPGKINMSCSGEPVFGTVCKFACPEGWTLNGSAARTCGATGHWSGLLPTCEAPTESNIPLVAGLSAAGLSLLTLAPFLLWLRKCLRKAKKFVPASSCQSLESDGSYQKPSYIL
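Read-out basis: % PE-positive cells; Test system: HUVEC primary endothelial cells; Technique: immunofluorescence imaging; Dosing: single-point compound dose.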
* marks the source's active call; other numbers are inactive results; ? = inconclusive; · = not tested or not shown. Only part of the results is shown; the hit share may differ from the screen's.

nr	smiles	DENV2 CPE rescue	PglD inh	S100A4 MyoIIA	Statin myotox sup	SIRT5 block	ERp5 inh	E-sel inducer
1	C[C@@H]1CCCCO[C@@H](CN(C)Cc2ccc3c(c2)OCO3)[C@H](C)CN([C@@H](C)CO)C(=O)c2cc(NC(=O)c3ccccc3)ccc2O1	-3	2	9	·	5	-2	-0.1
2	CN1C(=O)c2cc(NC(=O)c3cccc(F)c3)ccc2OC[C@H]2O[C@@H](CC(=O)NCC3CC3)CC[C@@H]21	-14	·	-8	·	4	-1	0.2
3	COc1ccc(CCN2C(=O)CC(N3CCN(S(=O)(=O)c4ccccc4)CC3)C2=O)cc1OC (centres undefined)	-3	·	4	·	-1	4	-1.5
4	COc1ccc(-c2nc(SCC(=O)N3CCCC3)n[nH]2)cc1	5	0	-4	-11	-1	-3	·
5	S=C(Nc1ccc2nsnc2c1)N1CCCCC1	0	·	4	·	·	-7	·
6	CC(C)Cn1c(=S)[nH]c2ccccc2c1=O	-5	·	2	·	1	1	-0.7
7	COC(=O)c1c(NC(=O)CS(=O)(=O)c2ccccc2)sc(C)c1C	-7	·	-2	·	2	-4	3.2
8	CC(C)c1ccc(C(=O)NCCCNC(=O)c2cnccn2)cc1	-4	3	4	5	8	1	-0.2
9	CCC(C)(C)NC(=O)C(c1ccc(O)cc1)N(CCOC)C(=O)CCC(=O)Nc1nccs1 (centres undefined)	1	-4	0	9	4	-45	4.4
10	CO[C@@H]1CN(C)C(=O)c2cc(NC(=O)c3cc(C)on3)ccc2OC[C@@H](C)N(S(=O)(=O)c2ccccc2)C[C@H]1C	-3	-4	-2	2	2	-7	·
11	C[C@H](NC(=O)C[C@H]1CC[C@H]2[C@@H](COC[C@@H](O)CN2C)O1)c1ccccc1	3	-3	8	8	9	0	0.1
12	CC(=O)N(C)C[C@@H]1Oc2cc(Br)ccc2S(=O)(=O)N([C@@H](C)CO)C[C@@H]1C	-7	-5	4	-5	-2	2	-0.1
13	COc1ccc(OC)c(-c2nnc3n2N=C(c2ccc(OC)c(OC4CCOC4)c2)CS3)c1 (centres undefined)	4	11	0	-54	5	0	0.1
14	C/C=C/c1ccc2c(c1)O[C@@H](CN(C)C(=O)Nc1ccc(OC)cc1)[C@@H](C)CN([C@H](C)CO)S2(=O)=O	17	4	2	11	3	4	-0.1
15	CN(CC(=O)Nc1c(Cl)cccc1Cl)C(=O)c1cc(S(=O)(=O)N(C)C)ccc1N1CCCC1	11	2	0	-4	1	0	·
16	CCc1ccc(N(C(=O)CNC(=O)c2ccco2)C(C(=O)NC2CCCC2)c2ccncc2)cc1 (centres undefined)	11	-4	0	-2	-2	3	·
17	CCc1ccc(CNCc2cccs2)cc1	6	·	-4	·	2	-2	·
18	CN(C)C(=O)C[C@@H]1C[C@@H]2c3cc(NC(=O)Nc4ccc(C(F)(F)F)cc4)ccc3O[C@@H]2[C@@H](CO)O1	12	0	1	2	-1	1	-0.5
19	CNC[C@@H]1OCCCC[C@@H](C)Oc2ccc(NC(=O)Nc3ccccc3)cc2C(=O)N([C@H](C)CO)C[C@H]1C	-8	-1	15	-12	14	-1	0.1
20	C/C(=N\NC(=O)c1ccc([N+](=O)[O-])cc1)c1cccc([N+](=O)[O-])c1	·	·	1	·	-4	6	·
21	COc1cccc(C=Nc2ccccc2C#N)c1O	-5	0	-2	10	-1	10	-2.6
22	CC1CCCN(C(=O)Cn2c(=O)oc3ccccc32)C1 (centres undefined)	·	-5	·	6	·	·	0.4
23	O=c1oc2cc(O[C@@H]3OC[C@@H](O)[C@H](O)[C@H]3O)ccc2c2ccccc12	-2	3	1	-6	-17	4	·
24	COC(=O)[C@]12CCCCC=C1N(CCC1=CCCCC1)C(=O)[C@H](CC(=O)NCC1CCCCC1)C2	15	·	-13	·	2	-4	0.0
25	C[C@@H]1CCCCO[C@@H](CN(C)C(=O)c2ccccc2)[C@@H](C)CN([C@H](C)CO)C(=O)c2cc(NS(=O)(=O)c3ccc(F)cc3)ccc2O1	0	-2	7	·	-6	2	-0.4
26	COc1ccc(CCC(=O)NC2CCCc3ccccc32)cc1OC (centres undefined)	-6	6	-1	10	-1	7	·
27	COc1ccccc1OCC(=O)N/N=C/c1c(O)ccc2ccccc12	3	3	4	4	-3	2	·
28	COc1cccc(CNC(=O)C2CCN(S(=O)(=O)c3ccc(C)cc3)CC2)c1	4	0	-15	-4	-4	5	·
29	O=C(Nc1cc(S(=O)(=O)N2CCOCC2)ccc1N1CCCC1)C1COc2ccccc2O1 (centres undefined)	4	2	0	15	1	-1	·
30	COc1ccccc1CCn1cnc(-c2ccc(F)cc2F)c1CC(C)C	-7	·	1	·	·	-1	-0.1
31	COC(=O)[C@]12C[C@H](CC(=O)NCc3ccccc3)C(=O)N(Cc3ccccc3)C1=C[C@H](C(C)(C)C)O[C@@H]2C	-7	·	-2	·	·	3	-0.3
32	S=C(Nc1ccccc1)Nc1ccc2cn[nH]c2c1	-3	·	6	4	-6	-4	3.0
33	O=c1[nH]nc(-c2ccccc2)c2ccccc12	1	2	0	-1	-4	4	4.8
34	CCN(Cc1nc(-c2ccccc2)no1)C(=O)c1ccc2c(c1)OCO2	2	-5	-2	18	1	4	·
35	CCC(=O)Nc1cc(C(=O)O)ccc1S(=O)(=O)c1ccc(C)cc1	-12	-3	3	-5	-1	-13	·
36	COc1cccc(-c2ccc3c(c2)[C@H]2[C@H](CCN2C(=O)c2ccc4c(c2)OCO4)[C@@H](CO)N3C)c1	-26	-4	17	19	0	-3	-0.8
37	CCOC(=O)C1=C[C@@H](C(C)(C)C)N(S(=O)(=O)c2ccc(OC)cc2)[C@H]1c1ccccc1	?	5	2	-9	·	9	-0.6
38	Cc1oc2c(Cl)c(Cl)c(O)c(CN(C)C)c2c1C(=O)c1ccc(Cl)cc1	-6	-3	2	22	-1	-4	·
39	CC=Cc1ccc2n(c1=O)C[C@H]1[C@H](CO)[C@@H](C(=O)OC)N(CCc3ccccc3)[C@@H]21 (mixture of isomers)	9	1	2	2	-2	-3	-0.1
40	O=C(c1ccc(F)cc1)N1CC(=O)N2[C@H](C1)[C@H](c1ccc(C#CC3CC3)cc1)[C@@H]2CO	9	·	-12	·	4	-1	0.2
41	O=C(CC1OCC2CCCN2C1=O)Nc1ccc([N+](=O)[O-])cc1 (centres undefined)	0	·	0	3	-1	6	·
42	C=CCSc1nc2ccccc2c(=O)[nH]1	-2	5	0	·	-2	0	-0.1
43	O=C(Nc1nc2ccccc2s1)c1ccc([N+](=O)[O-])o1	-1	·	11	·	2	2	0.0
44	O=C1C=C(c2ccc(O)cc2)C[C@@H](c2ccc(Cl)cc2)C1	5	0	1	4	1	2	0.0
45	O=C(CNC(=O)N1CC(=O)Nc2ccccc21)Nc1ccc(Cl)cc1Cl	-10	-4	0	-3	·	-3	-0.4
46	CC(C)CCN1C(=O)C2(OCCCO2)c2cc(Cl)ccc21	-1	-4	-3	9	-11	-2	·
47	O=C(O)CCc1ccc(-c2ccc(Br)cc2)n1-c1ccc(O)cc1	0	7	-3	4	-7	4	·
48	COc1cccc(NC(=O)N(C)C[C@@H]2Oc3cc(C#Cc4ccccc4)ccc3S(=O)(=O)N([C@@H](C)CO)C[C@H]2C)c1	0	0	·	-118	·	·	-1.5
49	O=C(CN(c1ccccc1Cl)S(=O)(=O)c1ccccc1)NC1CC2CCC1C2 (centres undefined)	4	·	3	·	1	-4	-0.6
50	Cc1cccc(-n2ncc3c(N4CCC(C)CC4)ncnc32)c1	4	8	0	-4	-6	3	1.0
51	COCC(=O)N1CC2(C1)[C@H](c1ccc(-c3cccc(F)c3)cc1)[C@H](CO)N2C(=O)C1CC1	-9	·	2	·	·	-1	0.1
52	CCNC(=O)[C@H]1[C@H](CO)[C@H]2Cn3c(ccc(-c4ccccc4F)c3=O)[C@@H]1N2S(C)(=O)=O	-13	·	-11	·	-16	3	0.0
53	O=C(CCNS(=O)(=O)c1ccccc1F)NC1CCCCCC1	7	4	16	-2	-3	-10	·
54	C=CC[N+](C)(C)CCCNC(=O)/C=N/O	-6	·	0	·	1	-8	1.0
55	NS(=O)(=O)c1ccc(NC(=S)Nc2ccc(F)c(F)c2)cc1	15	·	-1	·	0	-2	-1.5
56	Cc1c(C)c(C)c(S(=O)(=O)Nc2ccc3[nH]c(=O)[nH]c3c2)c(C)c1C	2	1	-4	17	-3	0	·
57	CCc1ccc(NC(=O)COC(=O)/C=C/c2c(C)nn(C3CCS(=O)(=O)C3)c2Cl)cc1 (centres undefined)	-2	·	-23	·	4	3	8.5
58	C[C@@H]1CN([C@@H](C)CO)C(=O)c2cc(NC(=O)Nc3ccc4c(c3)OCO4)ccc2O[C@@H]1CN(C)Cc1ccc(Cl)c(Cl)c1	0	3	1	-150	-1	3	-1.8
59	O=C(NC1CC1)C1CCN(C(=O)c2ccc(Cl)cc2)CC1	8	-1	0	7	-4	5	·
60	COc1ccc(NC(=O)CN2C(=O)S/C(=C/c3cccn3-c3ccc(C(=O)O)cc3)C2=O)cc1	2	-1	-4	9	11	1	-0.3

(cont.)
nr	smiles	DENV2 CPE rescue	PglD inh	S100A4 MyoIIA	Statin myotox sup	SIRT5 block	ERp5 inh	E-sel inducer
61	CO[C@@H]1CN(C)C(=O)c2cc(NC(=O)NC(C)C)ccc2OC[C@@H](C)N(S(C)(=O)=O)C[C@H]1C	-9	1	41	1	·	-6	·
62	CN(C(=O)COC(=O)/C=C/c1cccs1)c1c(N)n(Cc2ccccc2)c(=O)[nH]c1=O	4	0	-1	3	1	0	0.0
63	Cc1ccc2nc(NC(=O)c3ccc4c(c3)OCO4)sc2c1	4	-2	13	-36	0	5	·
64	CC(C)(C)NC(=O)c1ccc2c(c1)C(=O)N(C1CCCCC1)C2=O	·	4	-1	-24	-5	4	·

Part of the list above, reduced to DENV2 CPE rescue.
| nr | canonical_smiles | DENV2 CPE rescue |
| --- | --- | --- |
| 62 | CN(C(=O)COC(=O)/C=C/c1cccs1)c1c(N)n(Cc2ccccc2)c(=O)[nH]c1=O | 4 |
| 63 | Cc1ccc2nc(NC(=O)c3ccc4c(c3)OCO4)sc2c1 | 4 |

Screening results (PubChem BioAssay)
